Screens deposited in PubChem by National Center for Advancing Translational Sciences (NCATS).
GLS inhibitor: blocks human kidney-isoform glutaminase activity; GLS enzymatic activity, qHTS titration; Potency, µM (top dose mostly 45.5 µM), without a hit: at the top dose activity change, negative = inhibition, actives largely listed as inhibitors; actives 0.21% (n = 410,000); further: potency means the concentration at half of the fitted maximal effect; on the % scale 0 is the no-effect control and ±100 the full control effect
Target sequence (O94925 whole entry, looked up, canonical isoform): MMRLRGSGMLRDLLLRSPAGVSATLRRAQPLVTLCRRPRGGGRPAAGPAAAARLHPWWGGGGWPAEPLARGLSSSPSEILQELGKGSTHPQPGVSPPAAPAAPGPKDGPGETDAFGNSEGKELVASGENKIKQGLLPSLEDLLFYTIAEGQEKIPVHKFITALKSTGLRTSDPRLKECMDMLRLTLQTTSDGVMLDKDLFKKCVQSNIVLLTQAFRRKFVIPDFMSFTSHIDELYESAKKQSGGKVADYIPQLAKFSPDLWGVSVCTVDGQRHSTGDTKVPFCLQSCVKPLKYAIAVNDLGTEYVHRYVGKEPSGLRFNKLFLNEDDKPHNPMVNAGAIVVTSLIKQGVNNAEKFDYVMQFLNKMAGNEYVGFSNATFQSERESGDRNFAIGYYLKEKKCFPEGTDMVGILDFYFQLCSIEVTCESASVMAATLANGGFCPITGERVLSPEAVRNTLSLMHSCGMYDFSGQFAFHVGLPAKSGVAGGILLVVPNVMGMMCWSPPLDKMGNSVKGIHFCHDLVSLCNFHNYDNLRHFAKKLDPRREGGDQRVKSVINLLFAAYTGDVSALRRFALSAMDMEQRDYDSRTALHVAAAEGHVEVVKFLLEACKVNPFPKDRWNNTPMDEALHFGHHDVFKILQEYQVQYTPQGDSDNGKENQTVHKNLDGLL
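hKGA; 45 mM KH2PO4 pH 8.2 + 0.02% Tween-20; cpd via pin tool; 1 mM Gln soln; GluOx/HRP/Amplex Red; RT 30 min; fluor. t0 & final.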
HP1b chromo inh: HP1-beta chromodomain-methylated histone interaction inhibition | AlphaScreen HP1-beta / biotin-H3K9me3 peptide binding | Potency, µM (highest dose often 114 µM), without a hit: at the top dose activity change, negative = inhibition, hits mostly inhibitors | actives 0.56% (n = 390,000); further: potency means the concentration at half of the fitted maximal effect; nearly all actives have a fitted effect of over 70% in size; inactives centre near 23
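HP1-beta protein (50 nM final) preincubated 30 min at room temperature with biotinylated H3(1-18)K9me3 peptide (50 nM) in PBS pH 7.4, 0.01% Tween-20, then compound added for 30 min. AlphaScreen streptavidin donor/nickel chelate acceptor beads (10 ug/mL final), 30 min dark, luminescence read.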
PI4K2A inh: blocks human PI4K2A kinase activity | actives 0.13% (n = 420,000) | Q9BTU6 | purified PI4K2A, ADP-Glo luminescence, 1 h; stronger effect = lower value | activity change, negative = inhibition, % at 76.9 µM; in the data active means activity change below about -50%; inconclusive means mostly about -30% to -49%;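 further: -100% = wells without enzyme as full effect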
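In this quantitative HTS, ADP production by PI4K2A was quantified luminescently after 1 h at ambient temperature; 100 microM adenosine served as plate-quality control.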
Pin1 inh: inhibitors of human Pin1; actives 0.009% (n = 390,000); Potency, µM (doses to about 115 µM), without a hit: at the highest dose activity, negative = inhibition, actives largely listed as inhibitors; AID 504891; Q13526; Pin1 FP peptide displacement, HiFluor488, 10 min; active means well fitted inhibition curve with a large enough effect in the polarisation, with a control signal flat, not every such curve was filed as active; inconclusive means small, poorly fitted or top-dose-only effect, or effect the other way, or a change in a side signal; inactive means no such curve, though single readings can be large or run the other way; the % refers to the polarisation; further: potency means the concentration at half of the fitted maximal effect; on the % scale 0 is the no-effect control and ±100 the full control effect
BAZ2B inh: inhibitors of human BAZ2B bromodomain; Q9UIF8; AlphaScreen BAZ2B-H3K14Ac peptide displacement; Potency, µM (highest dose often 114 µM), without a hit: at the top dose activity change, negative = inhibition, hits mostly inhibitors; actives 4.4% (n = 360,000); AID 504333; further: potency means the concentration at half of the fitted maximal effect; on the % scale 0 is the no-effect control and ±100 the full control effect; nearly all actives have a fitted effect of over 60% in size
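BAZ2B (50 nM) with biotin-H3(5-23)K14Ac peptide (50 nM) in PBS pH 7.4, 0.01% Tween-20, preformed 30 min, then compound 30 min at room temperature; top concentration 110uM. AlphaScreen streptavidin donor/nickel chelate acceptor beads (10 ug/mL final), 20 min dark, signal read.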
G9a block: blocks human histone lysine methyltransferase G9a | actives 8.8% (n = 350,000) | G9a H3K9 monomethylation, AlphaScreen, 2 h | Q96KQ7 | Potency, µM (highest dose often 102 µM), for inactives: top-dose activity, negative = inhibition, most hits filed as inhibitors; further: potency means the concentration at half of the fitted maximal effect; on the % scale 0 is the no-effect control and ±100 the full control effect; nearly all actives have a fitted effect of over 75% in size
Target sequence (Q96KQ7 913-1193 limits assumed): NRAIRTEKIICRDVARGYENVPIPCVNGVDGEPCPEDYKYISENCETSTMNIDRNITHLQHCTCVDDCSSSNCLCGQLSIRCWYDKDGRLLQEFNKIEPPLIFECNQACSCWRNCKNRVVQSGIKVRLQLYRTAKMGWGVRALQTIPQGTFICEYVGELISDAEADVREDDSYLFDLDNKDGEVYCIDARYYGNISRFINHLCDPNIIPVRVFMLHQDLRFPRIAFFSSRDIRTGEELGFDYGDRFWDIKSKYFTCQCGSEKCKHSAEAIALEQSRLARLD
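Signal arises when biotinylated H3K9 peptide, once monomethylated, bridges streptavidin donor and antibody-captured acceptor beads. Enzyme at 20 nM was preincubated 15 min with test compounds; peptide 500 nM and SAM 20 uM then reacted for 2 h.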
JMJD2A Tudor inh: blocks the human JMJD2A Tudor domain; Potency, µM (doses to about 114 µM), for inactives: top-dose activity change, negative = inhibition, most hits filed as inhibitors; AlphaScreen JMJD2A-Tudor / H3K4me3 peptide binding; actives 4.4% (n = 390,000); AID 504339; O75164; further: potency means the concentration at half of the fitted maximal effect; on the % scale 0 is the no-effect control and ±100 the full control effect; nearly all actives have a fitted effect of over 50% in size
ERG-DNA inh: ERG Ets/DNA interaction inhibition; P11308; fluorescence polarization, His-ERG Ets domain / labelled DNA; Potency, µM (highest dose often 76.9 µM), for inactives: top-dose FP activity, negative = inhibition, usual class: inhibitors; actives 0.028% (n = 370,000); active means well fitted inhibition curve with a large enough effect in the polarisation, with a control signal flat; inconclusive means small, poorly fitted or top-dose-only effect, or effect the other way, or a change in a side signal; inactive means no such curve, though single readings can be large or run the other way; the % refers to the polarisation;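 further: polarization taken with two DNA probes labelled with fluorescein and Texas red; potency means the concentration at half of the fitted maximal effect; % of control where 0% means no effect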
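His-tagged ERG Ets domain (1 uM in the protein solution; 300mM KCl, 50mM Tris-HCl, 1mM EDTA, 1mM DTT, pH 7.5) received compound, then a probe mix of 5 nM fluorescein-DNA and 100nM Texas-615-DNA. Fluorescence polarization was read for both dyes.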
PGK inhibitor: blocks T. brucei phosphoglycerate kinase; PGK/GAPDH coupled, Kinase-Glo luminescence, 60 min; Potency, µM (titrated, usually from 57.5 µM), without a hit: at the top dose activity change, negative = inhibition, usual class: inhibitors; actives 0.043% (n = 380,000); further: potency means the concentration at half of the fitted maximal effect; on the % scale 0 is the no-effect control and ±100 the full control effect; nearly all actives have a fitted effect of over 60% in size
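Luminescent ATP detection (Kinase-Glo Plus) follows a 60-minute room-temperature incubation, with wells lacking PGK as controls. Buffer: 100 mM TEA (pH 7.6), 5 mM MgCl2, 0.01% Tween-20. Coupling enzyme GAPDH (100 nM final) supplies unstable 1,3-BPG in-well.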
Active calls of the source: *; i = inactive; ? = inconclusive; nt = not tested or not shown; & = joins results of further samples; [ ] = another dose, or the depositor's remark. Unless noted, the call rests on the fitted dose curve; in most records, active means well fitted curve in the direction sought with a large enough effect; inconclusive means small, poorly fitted or top-dose-only effect, or another doubt; inactive means no such curve, though single readings can be large; an effect the other way counts as inactive or inconclusive. Random draw from the library. Share with any hit: about 11%.

The line under a structure holds: GLS inhibitor | HP1b chromo inh | PI4K2A inh | Pin1 inh | BAZ2B inh | G9a block | JMJD2A Tudor inh | ERG-DNA inh | PGK inhibitor
1	CCOc1ccc(C(=O)Oc2c(Sc3ccccc3)c(C)nn2C(C)(C)C)cc1OCC
    -5% | 28% | 3 | 8% | 5% | -3%[59 µM] | 0% | 0% | -10%
2	CCN(CC(=O)Nc1ccc(N2CCOCC2)cc1)Cc1nc2ccccc2c(=O)[nH]1
    26% | 43% | -5 | 2% | -13%[57.1 µM] | -50% | -26% | 8% | -2%
3	Cc1csc(NC(=O)Cc2nn(C)c(=O)c3ccccc23)n1
    0% | 26% | 5 | -6% | 6% | -7%[12.7 µM] | -9% | -8% | -1%
4	COc1ccc(CCC(=O)Nc2ccc(-c3noc(-c4ccc(OC)c(OC)c4)n3)cc2)cc1
    -10% | 34% | -1 | 0% | 2% | 5%[12.7 µM] | -14% | -4% | -8%
5	S=C(NCc1ccco1)NCC(c1ccco1)N1CCCCC1 (centres undefined)
    3% | 27% | 0 | 8% | 4% | -31% | -11% | -1% | 2%
6	O=C(C[C@@H]1C/C=C\C[C@@H](Cc2ccc(F)cc2)C(=O)OC[C@@H](Cc2ccccc2)NC1=O)N[C@H](CO)Cc1ccccc1
    2% | 15% | 0 | -3% | nt | nt | -12% | -19% | -7%
7	C=CCN(c1ccc(C(N)=O)cc1)S(C)(=O)=O
    -2% | 31% | 2 | -1% | 2% | 7%[12.7 µM] | -10% | -7% | -8%
8	O=C(CCN1C(=O)COc2ccccc21)N1CCN(c2ccccn2)CC1
    15% | 20% | -1 | -7% | -2% | -1%[12.7 µM] | -15% | nt | nt
9	CC(=O)c1c(C)nc(Nc2nc3ccccc3s2)nc1C
    -1% | 45%[activator] | 7 | -4% | 0% | 8% | -1% | 5% | 4%
10	Cc1cc(=O)n2ncnc2n1COCCO
    9% | 17% | -5 | 0% | -18% | -38%[12.7 µM] | 1% | -3% | 1%
11	C[n+]1c(/C=C/c2ccc3c(c2)OCO3)ccc2ccccc21
    3% | -13% | -1 | 11% | ? | ? | ? | -16% | -2%
12	CCCCCCSc1ccc([C@@H]2[C@H]3C(=O)N(CC)C(=O)[C@H]3[C@]3(C(=O)OC)CCCCN23)cc1
    3% | 39%[activator] | 3 | ? | nt | nt | -8% | -5% | 9%
13	CCc1nc2cc(CC(=O)O)ccc2o1
    0% | 31% | 1 | 0% | -5% | ? | 1% | 2% | 1%
14	O=C(Nc1ccccc1)N1CCSc2ccccc21
    0% | 22% | 12 | 4% | -2% | 15%[59 µM] | -14% | -6% | -2%
15	COc1ccccc1-c1coc2c(CN3CCC(C)CC3)c(O)ccc2c1=O
    8% | 26% | 2 | -3% | 9% | nt | -12% | 2% | 5%
16	Oc1ccc(/C=N/Nc2cc(N3CCOCC3)nc(N3CCOCC3)n2)cc1
    62%[activator] | -39% | -2 | 1% | nt | nt | ? | nt | nt
17	Cc1ccc(C)c(NC(=O)Cn2nnc(C(=O)NCCc3ccccc3)c2N)c1
    4% | 13% | 0 | 34%[activator] | 4%[57.1 µM] | ? | -35% | -4% | 3%
18	COc1ccc(Cl)cc1C(=O)NCCc1ccc(S(=O)(=O)NC(=O)NC2CCCCC2)cc1
    -5%&-1% | 39%[activator] | -4&-2&-7 | 6% | 6% | 57%[activator][59 µM] | -6% | 12% | -3%
19	Cc1c(Nc2nc3ccccc3nc2NS(=O)(=O)c2cccs2)c(=O)n(-c2ccccc2)n1C
    53%[activator] | 5% | -7 | ? | -33% | ? | -11% | -3% | -8%
20	COc1ccc(Br)cc1CNCc1c(C(=O)O)c(C)n(Cc2ccccc2C)c1C
    11% | 0% | 1 | 3% | ? | -26%[59 µM] | ? | -3% | 2%
21	Cc1cc(C)c(S(=O)(=O)NCC(=O)NCc2ccccn2)c(C)c1
    -2% | 42% | 0 | 0% | -30% | -9% | -3% | -4% | -3%
22	Cc1cc[n+](CC(=O)c2cccs2)cc1
    6% | 6% | -5 | -1% | -7% | ? | -6% | -9% | 4%
23	O=C(Cc1ccc(Cl)cc1)Nc1ccc(S(=O)(=O)Nc2ncccn2)cc1
    -5% | 40%[activator] | -3 | 13% | -29% | 79µM* | -9% | -8% | -11%
24	CCOc1ccc(C2CC(=O)c3c([nH]c(C(=O)OC4CCCCCC4)c3C)C2)cc1 (centres undefined)
    0% | 15% | 3 | -1% | -6% | 7%[59 µM] | 0% | -2% | i
25	O=C(c1ccc2c(c1)N(Cc1ccc(F)cc1)CCS2)N1CCOCC1
    9% | 43%[activator] | -3 | -6% | -30% | ? | -23% | 2% | -6%
26	CCc1nc(SCC(=O)OC)c2c3c(sc2n1)COC(C)(C)C3
    3% | 55%[activator] | 0 | 0% | 5% | 29% | 32% | 3% | -2%
27	CCCN(CC(=O)Nc1ccccc1C)C(=O)C1CC(=O)N(c2ccc(CC)cc2)C1 (centres undefined)
    0% | 26% | -5 | -4% | -2% | 29%[12.7 µM] | -18% | 2% | -9%
28	Cc1ccc(NC(=O)CSc2ccc3c(c2)OCCO3)c(O)c1
    -3% | -1% | -6 | 2% | -29% | 7% | -30% | -2% | i
29	CC(C)NC(=O)N(C)C[C@H]1Oc2ccc(NC(=O)CCC(F)(F)F)cc2C(=O)N([C@H](C)CO)C[C@@H]1C
    2% | 56%[activator] | 1 | -8% | nt | nt | -7% | -6% | 6%
30	CCOC(=O)c1cc(S(=O)(=O)NC2CCN(C(=O)OCC)CC2)cn1C
    -6% | 28% | -10 | -5% | 3% | 50µM* | -14% | 8% | -1%

(further entries)
item	structure	GLS inhibitor	HP1b chromo inh	PI4K2A inh	Pin1 inh	BAZ2B inh	G9a block	JMJD2A Tudor inh	ERG-DNA inh	PGK inhibitor
31	Nc1nonc1-c1nc2ccccc2n1CC(=O)O	-7%	2%	1	1%	-5%	-13%[12.7 µM]	-25%	nt	nt
32	O=C(CCN1N=C(c2ccccc2)CCC1=O)NC1CCCC1	-6%	48%[activator]	4	1%	-5%	30%[activator]	-5%	4%	-5%
33	CCC1CCCCN1CCCNC(=O)c1ccc(CS(=O)(=O)Cc2ccc(Cl)cc2)o1 (centres undefined)	3%	22%	-9	0%	5%	13%	-15%	0%	-3%
34	CCOc1ccc(NC(=O)Cc2c(O)c3ccccc3[nH]c2=O)cc1	7%	26%	2	-2%	-2%	8%[59 µM]	-16%	2%	i
35	Cc1ccc(CCNC(=O)C2CCCN(S(=O)(=O)c3c(C)noc3C)C2)cc1 (centres undefined)	6%	12%	2	1%	3%	?	0%	0%	-3%
36	CCOc1ccccc1N1CCN(C(=O)c2ccc(OCC(=O)N3CCOCC3)c(OC)c2)CC1	13%	34%	0	-6%	0%	70%[activator]	-12%	4%	i
37	COc1ccccc1OCCNC(=O)/C=C/c1ccc([N+](=O)[O-])cc1	3%	34%	7	2%	-32%	-1%	-5%	nt	i
38	COc1ccc(C(=O)N2CCCC(Nc3ccc(C)c(C)c3)C2)cc1F (centres undefined)	-5%	?	-1	-2%	2%	10%	?	4%	-2%
39	Cc1ccccc1NC1c2ccccc2C(=O)N1Cc1ccco1 (centres undefined)	7%	16%	3	4%	?	45µM*	-32%	6%	-5%
40	C[C@H](CO)N1C[C@H](C)[C@@H](CN(C)S(=O)(=O)c2ccc(F)cc2)Oc2c(NC(=O)Nc3ccc(C(F)(F)F)cc3)cccc2C1=O	5%	15%	0	2%	nt	nt	-32%	22%	-5%

(cont.)
item	structure	GLS inhibitor	HP1b chromo inh	PI4K2A inh	Pin1 inh	BAZ2B inh	G9a block	JMJD2A Tudor inh	ERG-DNA inh	PGK inhibitor
41	COc1cc(OC)c(NC(=S)Nc2cccc(C(C)=O)c2)cc1Cl	17%	-13%	-10	3%	?	nt	-34%	-28%	-3%
42	Cc1ccc(-c2nc(-c3cc4cccc(OCc5ccc(F)cc5)c4oc3=O)no2)cc1	0%	19%	1	?	1%	4%[59 µM]	-21%	5%	-11%
43	CCCCN1C(=O)NC(NC(=O)C2CC2)(C(F)(F)F)C1=O (centres undefined)	-5%	26%	-5	2%	-11%	68%[activator]	-5%	17%	4%
44	Cc1occc1-c1n[nH]c(=S)n1-c1ccccc1	-4%	25%	4	14%	-7%	5µM*	7.1µM*	5%	-4%

Part of the list above in order of molecular weight, ascending.
item	structure	GLS inhibitor	HP1b chromo inh	PI4K2A inh	Pin1 inh	BAZ2B inh	G9a block	JMJD2A Tudor inh	ERG-DNA inh	PGK inhibitor
43	CCCCN1C(=O)NC(NC(=O)C2CC2)(C(F)(F)F)C1=O (centres undefined)	-5%	26%	-5	2%	-11%	68%[activator]	-5%	17%	4%
41	COc1cc(OC)c(NC(=S)Nc2cccc(C(C)=O)c2)cc1Cl	17%	-13%	-10	3%	?	nt	-34%	-28%	-3%
42	Cc1ccc(-c2nc(-c3cc4cccc(OCc5ccc(F)cc5)c4oc3=O)no2)cc1	0%	19%	1	?	1%	4%[59 µM]	-21%	5%	-11%
40	C[C@H](CO)N1C[C@H](C)[C@@H](CN(C)S(=O)(=O)c2ccc(F)cc2)Oc2c(NC(=O)Nc3ccc(C(F)(F)F)cc3)cccc2C1=O	5%	15%	0	2%	nt	nt	-32%	22%	-5%
